697 NFkB inh – inhibitors of the PMA/ionomycin-induced NF-kB reporter in 697 B cells. inhibition, % at 4 µM. 330,000 compounds, 0.33% hits. 697 B-cell NF-kB luciferase reporter, 16 h. AID 435022; in the data active = inhibition above about 35%
Apaf1 inhib – inhibitors of human Apaf-1 apoptosome. O14727. reconstituted apoptosome caspase-3 activity, DEVD-Rh110 fluorescence. inhibition, % at 20 µM. 330,000 compounds, 0.71% hits. AID 489030; active = inhibition of at least 40% at 20 µM;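 note: plate controls were DMSO wells for no effect and DEVD-CHO caspase inhibitor wells for full effect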
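detection = Rh110 fluorescence intensity | test system = biochemical Apaf-1 apoptosome reconstitution | also added = cytochrome c and DEVD-Rh110 substrate | schedule = 30 min plus 50 min, RT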
SENP8 block – SENP8 protease inhibition | Q96LD8 | purified SENP8, Z-RLRGG-aminoluciferin cleavage, luminescence | inhibition, % at 10 µM | 330,000 compounds, 1.2% hits | AID 2540
Target sequence (Q96LD8 whole entry, looked up): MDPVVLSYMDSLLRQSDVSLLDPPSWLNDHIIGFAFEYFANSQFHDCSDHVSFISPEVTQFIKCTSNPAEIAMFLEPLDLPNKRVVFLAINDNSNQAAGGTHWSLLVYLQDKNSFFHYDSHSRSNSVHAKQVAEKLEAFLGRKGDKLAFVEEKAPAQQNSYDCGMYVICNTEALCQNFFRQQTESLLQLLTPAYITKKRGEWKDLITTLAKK
Gli-Sufu antag – antagonists of Gli-Sufu signaling; AID 588413; inhibition, % at 5 µM; 340,000 compounds, 0.74% hits; Sufu-KO-LIGHT fibroblasts, Gli luciferase reporter luminescence;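 active = inhibition above about 55%, limit read from the data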;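 note: 0% = DMSO-treated cells and 100% = wells with medium but no cells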
UBC13 polyUb – blocks human UBC13 polyubiquitin chain formation; P61088; TR-FRET; inhibition, % at 20 µM; 330,000 compounds, 0.47% hits; AID 485273; in the data active = inhibition above about 45%, passing the limit was not always enough
Target sequence (P61088 whole entry, looked up): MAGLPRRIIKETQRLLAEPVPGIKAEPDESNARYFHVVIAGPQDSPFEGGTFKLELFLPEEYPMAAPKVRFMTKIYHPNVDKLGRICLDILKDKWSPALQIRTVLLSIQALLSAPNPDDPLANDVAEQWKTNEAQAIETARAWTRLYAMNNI
EBI2 block – antagonists of human EBI2 receptor; P32249; EBI2 beta-arrestin recruitment, luminescence, 7a,25-OHC stimulated; inhibition, % at 5 µM; 360,000 compounds, 0.81% hits; AID 651636; in the data active = inhibition above about 38%;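 note: enzyme fragment complementation signal reports receptor beta-arrestin coupling in cells; 0% = agonist plus DMSO wells and 100% = wells without agonist; some results beyond the cut were filed as inactive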
Target sequence (P32249 whole entry, looked up, the tested form may be a part): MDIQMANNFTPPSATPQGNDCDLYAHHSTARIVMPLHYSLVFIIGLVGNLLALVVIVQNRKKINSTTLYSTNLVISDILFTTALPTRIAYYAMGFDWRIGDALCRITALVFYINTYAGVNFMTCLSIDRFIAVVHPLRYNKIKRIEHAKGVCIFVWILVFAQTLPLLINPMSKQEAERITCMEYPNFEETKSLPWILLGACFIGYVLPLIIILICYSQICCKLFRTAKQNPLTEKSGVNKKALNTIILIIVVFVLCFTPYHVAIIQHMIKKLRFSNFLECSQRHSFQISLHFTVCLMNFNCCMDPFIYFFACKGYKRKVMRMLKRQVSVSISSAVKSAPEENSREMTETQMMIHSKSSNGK
Jurkat NFkB inh – lowers PMA/ionomycin-induced NF-kB signal in Jurkat cells. PMA/ionomycin-induced NF-kB luciferase reporter, luminescence. inhibition, % at 4 µM. 330,000 compounds, 0.53% hits
CCR6 antagonist – blocks CCL20-driven beta-arrestin recruitment at human CCR6; P51684; CHO-K1 CCR6 PathHunter beta-arrestin, luminescence, CCL20-stimulated; inhibition, % at 20 µM; 340,000 compounds, 0.49% hits;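 active = compounds whose inhibition of the agonist-driven luminescence signal at 20 µM reaches about 50%, limit read from the data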;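 note: cells stimulated with CCL20 at 14 nM final; plate controls were DMSO with CCL20 for no effect and DMSO without agonist for full effect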
Starred values were filed as active, the others as inactive; / = not tested or not shown. Cut-off read from the data, not from the text of the source, unless noted: active = inhibition above about 50%; inactive = the rest. An excerpt. The share of hits here may be higher or lower than overall.

1: N#CC1(NC(=O)COC(=O)c2nc(Cl)c(Cl)c(N)c2Cl)CCCCC1
2: CC(C)CC1NC(=O)c2cc(Cl)ccc2-n2c1nc1ccccc1c2=O (stereo unspecified)
3: O=C(NCc1nc(-c2ccccc2)no1)c1ccc(Br)o1
4: O=c1c2c3c(sc2ncn1/N=C/c1ccco1)CCCC3
5: CC1CCCCN1C(=O)CSc1nnc(-c2ccco2)n1CC1CCCO1 (stereo unspecified)
Screen / compound no.	1	2	3	4	5
697 NFkB inh	-5.4	-5.7	1.4	-49.3	1.5
Apaf1 inhib	-9.4	3.8	-1.0	-14.0	-9.4
SENP8 block	4.4	3.6	-5.0	-10.3	-5.2
Gli-Sufu antag	-0.3	/	0.4	-14.5	3.1
UBC13 polyUb	-1.6	15.3	4.2	-7.1	-11.3
EBI2 block	-7.4	/	-8.7	0.1	-1.6
Jurkat NFkB inh	6.7	5.6	11.5	-7.4	1.7
CCR6 antagonist	-1.4	/	-6.1	15.0	-7.5

6: O=C(c1cc(COc2cccc(C(F)(F)F)c2)on1)N1CCc2ccccc2C1
7: O=C(CCNC(=O)c1ccco1)Nc1ccc(OC(F)F)cc1
8: COC(=O)CSc1nc(C)cc(C(F)(F)F)c1C#N
9: CSc1cccc(NC(=S)N2CCC(N(C)C3CCCCC3C)CC2)c1 (stereo unspecified)
10: CCSc1nnc(Nc2ccccc2)s1
Screen / compound no.	6	7	8	9	10
697 NFkB inh	1.9	6.1	-1.8	5.8	-24.9
Apaf1 inhib	14.9	6.1	6.9	-14.6	-3.2
SENP8 block	-3.5	2.6	0.5	-9.2	-10.6
Gli-Sufu antag	-0.5	2.4	-1.9	-0.6	-8.5
UBC13 polyUb	-3.3	3.6	7.2	-6.6	-13.9
EBI2 block	-5.4	-12.1	-12.8	0.7	9.4
Jurkat NFkB inh	14.9	9.9	-5.6	-5.3	-46.6
CCR6 antagonist	19.1	1.8	-5.0	14.4	4.7

11: CCOC(=O)[C@@H]1[C@H]2COc3ccc(Br)cc3[C@@H]2N2C(=O)N(c3ccc(C)cc3)C(=O)[C@@]12C
12: CC(C)Oc1cccc(C(=O)C2CCCN(Cc3cccn3-c3ccccn3)C2)c1 (stereo unspecified)
13: Nc1c(NC=O)c(=O)n(Cc2ccccc2)c(=O)n1Cc1ccccc1
14: COc1cccc(-c2nc(CS(=O)(=O)CC(=O)Nc3cc(OC)ccc3OC)c(C)o2)c1
15: CCCC(C)C(=O)Nc1cccc(NC(C)=O)c1 (stereo unspecified)
Screen / compound no.	11	12	13	14	15
697 NFkB inh	3.6	2.6	11.2	-3.9	-18.0
Apaf1 inhib	17.6	-7.4	-14.9	18.0	3.4
SENP8 block	-1.1	-2.2	-1.7	2.1	3.7
Gli-Sufu antag	-6.5	18.7	-2.5	4.6	-0.2
UBC13 polyUb	-4.1	9.5	0.7	-11.3	-3.2
EBI2 block	1.1	18.7	-6.7	6.3	-5.8
Jurkat NFkB inh	1.9	0.0	-1.9	15.0	4.5
CCR6 antagonist	12.9	6.8	1.8	7.8	9.4

16: COc1cc(CC(=O)Nc2cc(S(C)(=O)=O)ccc2Cl)cc(OC)c1OC
17: CCSC(=N)N
18: O=C(O)C1CC(=O)n2c(nc3ccccc32)S1 (stereo unspecified)
19: CCOc1ccc(NC(=O)CN(C)S(=O)(=O)c2cccc3cccnc23)cc1
20: CC1CCN(c2ccc(C(=O)NCCc3ccccc3)cn2)CC1
Screen / compound no.	16	17	18	19	20
697 NFkB inh	-0.9	10.9	4.1	15.5	-54.8
Apaf1 inhib	1.6	-8.4	-1.4	5.2	17.6
SENP8 block	-0.3	8.1	-6.5	-4.8	-16.3
Gli-Sufu antag	5.3	4.6	-15.8	3.3	-78.3
UBC13 polyUb	4.1	1.5	2.4	-4.3	-0.3
EBI2 block	-17.6	-3.2	-3.2	-4.2	4.7
Jurkat NFkB inh	4.6	9.8	19.5	-0.4	-43.8
CCR6 antagonist	-7.5	2.2	7.2	14.8	8.4

21: COc1ccc2nc(C)cc(SCC(=O)OC(C)C)c2c1
22: Cc1ccc(S(=O)(=O)NCC(=O)NCC(=O)N2CCC(C)CC2)cc1
23: N#CCCSCc1ccc(OCC(=O)O)cc1
24: CCCCOc1ccc(N(CC(=O)NCCOC)C(=O)CCC(=O)Nc2ccccn2)cc1
25: CCCCN(C(=O)Cn1ncc(Cl)c(Cl)c1=O)c1c(N)n(CC(C)C)c(=O)[nH]c1=O
Screen / compound no.	21	22	23	24	25
697 NFkB inh	-15.4	1.9	5.2	2.7	-2.3
Apaf1 inhib	3.0	-16.0	-6.8	2.6	-4.1
SENP8 block	4.1	-3.0	1.8	7.1	12.7
Gli-Sufu antag	-1.4	-6.7	3.9	-4.6	3.7
UBC13 polyUb	7.3	6.4	0.1	-1.5	0.1
EBI2 block	2.2	-2.6	7.8	-4.8	-2.9
Jurkat NFkB inh	18.2	16.6	2.2	-4.8	21.3
CCR6 antagonist	17.4	17.2	3.7	-8.5	5.2

An excerpt of these results, with two lines to a compound.
Sequence of screens: 697 NFkB inh, Apaf1 inhib, SENP8 block, Gli-Sufu antag, UBC13 polyUb, EBI2 block, Jurkat NFkB inh, CCR6 antagonist
13) Nc1c(NC=O)c(=O)n(Cc2ccccc2)c(=O)n1Cc1ccccc1
→ 11.2, -14.9, -1.7, -2.5, 0.7, -6.7, -1.9, 1.8
14) COc1cccc(-c2nc(CS(=O)(=O)CC(=O)Nc3cc(OC)ccc3OC)c(C)o2)c1
→ -3.9, 18.0, 2.1, 4.6, -11.3, 6.3, 15.0, 7.8
15) CCCC(C)C(=O)Nc1cccc(NC(C)=O)c1 (stereo unspecified)
→ -18.0, 3.4, 3.7, -0.2, -3.2, -5.8, 4.5, 9.4

Next section.
26: CCOCc1nnc(NC(=O)C2CC(=O)N(C3CCCC3)C2)s1 (stereo unspecified)
27: CC(=O)N1N=C(c2ccccc2)CC1c1ccc2c(c1)OCO2 (stereo unspecified)
28: Cc1ccccc1C1NC(=S)NC2=C1C(=O)CCC2 (stereo unspecified)
29: Cc1cc(NC(=O)c2ccc(F)cc2)n(CCOC(=O)c2ccc(F)cc2)n1
30: COc1cc(NC(=O)[C@H]2CSCN2C(=O)[C@@H]2CCC(=O)N2)cc(OC)c1OC
Screen / compound no.	26	27	28	29	30
697 NFkB inh	-2.4	-9.7	5.6	2.3	12.3
Apaf1 inhib	-18.7	0.9	0.1	8.3	-2.3
SENP8 block	0.0	-7.5	4.0	1.7	-1.9
Gli-Sufu antag	28.8	-9.8	3.0	-0.5	23.6
UBC13 polyUb	0.0	-3.0	10.5	2.8	4.5
EBI2 block	-3.8	-13.5	-4.3	0.4	-16.3
Jurkat NFkB inh	11.7	0.8	4.0	6.4	-17.4
CCR6 antagonist	0.6	4.2	-0.7	-9.3	11.0

31: CN(CC(=O)Nc1cccc(F)c1)C(=O)c1ccc2c(c1)OCCO2
32: Cc1ccc(C(=O)N2CCOCC2)c(F)c1F
33: O=C(O)C(Oc1ccc2c(-c3ccccc3)cc(=O)oc2c1)c1ccccc1 (stereo unspecified)
34: CCOc1cc(N2CCOCC2)c(OCC)cc1NC(=O)COc1cccc2cccnc12
35: COc1ccc(C2c3c(ncn(CCN4CCOCC4)c3=N)Oc3ccc4ccccc4c32)cc1OC (stereo unspecified)
Screen / compound no.	31	32	33	34	35
697 NFkB inh	-9.6	0.4	14.9	-17.6	12.4
Apaf1 inhib	-4.5	3.6	-16.3	17.6	-3.9
SENP8 block	15.6	-8.6	-1.1	-9.0	4.6
Gli-Sufu antag	-11.0	0.3	1.9	-4.3	8.8
UBC13 polyUb	-1.5	-6.1	25.6	-12.3	8.6
EBI2 block	-8.5	-3.7	-4.5	-21.8	-5.0
Jurkat NFkB inh	-20.8	2.5	10.9	27.2	-9.9
CCR6 antagonist	9.6	17.5	13.3	11.6	26.7

36: Cc1cc(N/C=C/C(=O)c2cccc3ccccc23)no1
37: O=C1CCCN1CCC(=O)N1CCCC(Nc2ccc(F)c(F)c2)C1 (stereo unspecified)
38: Cc1ccc(N/C=C2/Sc3ccccc3NC2=O)cc1
39: Cc1cc2ncn(/N=C/c3cccnc3)c2cc1C
40: Cc1ccc(C[n+]2cc(-c3ccc(Cl)cc3)n3c2CCC3)cc1
Screen / compound no.	36	37	38	39	40
697 NFkB inh	-21.9	6.8	-141.2	-14.6	-22.4
Apaf1 inhib	-4.3	10.6	-8.7	12.8	-24.9
SENP8 block	-7.5	0.9	-24.4	2.4	4.7
Gli-Sufu antag	-16.1	12.7	/	41.5	76.8*
UBC13 polyUb	-8.3	3.9	2.5	-0.3	6.5
EBI2 block	-11.5	-6.2	-13.1	-12.7	0.0
Jurkat NFkB inh	-5.6	-7.1	-73.6	4.2	8.1
CCR6 antagonist	8.2	10.7	3.8	-9.7	10.8

41: COc1ccc(-c2nc3ccccc3n2OCC(=O)O)cc1
42: Cc1ccc2c(c1)N(CC(=O)NCC1CCCO1)C(=O)C(C)O2 (stereo unspecified)
43: CCn1cc(C(=S)N2CCC(C(N)=O)CC2)c2ccccc21
44: COC(=O)c1c(-c2ccsc2)oc2ccc(-c3cc(OC)c(OC)c(OC)c3)cc12
45: CCC/C=C(\CCC)C(NC(=O)c1ccc(C(=O)OC)cc1)c1ccc(C(=O)OC)cc1 (stereo unspecified)
Screen / compound no.	41	42	43	44	45
697 NFkB inh	-31.8	-26.3	5.4	-6.4	13.1
Apaf1 inhib	-2.0	6.4	-23.9	14.9	11.5
SENP8 block	4.1	-4.2	-10.5	-17.6	-4.1
Gli-Sufu antag	-2.8	-6.5	-6.3	21.9	-4.8
UBC13 polyUb	1.9	-12.1	19.5	33.1	-2.4
EBI2 block	3.2	-8.4	-4.0	28.7	/
Jurkat NFkB inh	-62.7	-10.4	2.3	-5.3	8.1
CCR6 antagonist	10.4	-10.1	7.0	-0.3	12.8

46: OC(CN1C2=NCCN2c2ccccc21)c1ccc2c(c1)OCO2 (stereo unspecified)
47: COc1ccc(N2CCN(C(=O)C3CCN(C(=O)c4ccc([N+](=O)[O-])cc4)CC3)CC2)cc1
48: CC1(C)CC(=O)C(/C=N/n2c(C(F)(F)F)nc3ccccc3c2=O)=C(O)C1
49: CC(=O)c1cc(-c2ccccc2)n(CCC(=O)NC2CCC(C)CC2)c1C (stereo unspecified)
Screen / compound no.	46	47	48	49
697 NFkB inh	-1.4	-18.0	16.2	15.4
Apaf1 inhib	-1.8	4.9	-11.9	2.3
SENP8 block	5.1	2.6	3.1	-3.6
Gli-Sufu antag	1.8	11.0	2.5	9.4
UBC13 polyUb	4.0	0.9	-2.3	11.5
EBI2 block	6.3	22.3	4.6	4.8
Jurkat NFkB inh	62.9*	3.8	5.1	11.4
CCR6 antagonist	9.6	0.3	0.8	7.3

Entries of single compounds from above. Screens in order: 697 NFkB inh, Apaf1 inhib, SENP8 block, Gli-Sufu antag, UBC13 polyUb, EBI2 block, Jurkat NFkB inh, CCR6 antagonist
COc1ccc(N2CCN(C(=O)C3CCN(C(=O)c4ccc([N+](=O)[O-])cc4)CC3)CC2)cc1 reads -18.0, 4.9, 2.6, 11.0, 0.9, 22.3, 3.8, 0.3
CC1(C)CC(=O)C(/C=N/n2c(C(F)(F)F)nc3ccccc3c2=O)=C(O)C1 reads 16.2, -11.9, 3.1, 2.5, -2.3, 4.6, 5.1, 0.8
OC(CN1C2=NCCN2c2ccccc21)c1ccc2c(c1)OCO2 (stereo unspecified) reads -1.4, -1.8, 5.1, 1.8, 4.0, 6.3, 62.9*, 9.6
